mIAP activ = increases mouse intestinal alkaline phosphatase activity; muIAP, CDP-Star luminescence, 30 min; active compounds read high; 1 = vehicle-only enzyme signal, 0 = enzyme-free wells; activation factor at 10 µM; actives 0.24% (n = 330,000);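 active = activation factor of at least 2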; note: the source names both 10 and 20 µM as test concentration; values of inactives mirror those of a sister screen read the other way
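also added = chemiluminescent substrate CDP-Star | test system = mouse IAP enzyme | signal = chemiluminescence readout | compound = DMSO-dissolved test compounds | incubation = 30 min at room temperature | benchmarks = DMSO wells, no-enzyme wells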
mIAP block = blocks mouse intestinal alkaline phosphatase; purified mouse IAP, CDP-Star luminescence, 30 min; inhibition, % at 10 µM; actives 0.2% (n = 330,000);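 active = inhibition of at least 40% at 10 µM in the primary screen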;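 note: plate controls were DMSO with enzyme for no effect and no enzyme wells for full effect; values of inactives mirror those of a sister screen read the other way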
hIAP inh = human IAP inhibition; P09923; purified IAP, CDP-Star luminescence, 30 min; inhibition, % at 10 µM; actives 0.12% (n = 330,000); AID 2544;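 active = inhibition reaching a set limit with compound at 10 µM in the primary screen, cut at about 35% in these data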;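 note: plate controls were DMSO wells with enzyme for no effect and no-enzyme buffer wells for full effect; values of inactives mirror those of a sister screen read the other way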
Target sequence (P09923 whole entry, looked up): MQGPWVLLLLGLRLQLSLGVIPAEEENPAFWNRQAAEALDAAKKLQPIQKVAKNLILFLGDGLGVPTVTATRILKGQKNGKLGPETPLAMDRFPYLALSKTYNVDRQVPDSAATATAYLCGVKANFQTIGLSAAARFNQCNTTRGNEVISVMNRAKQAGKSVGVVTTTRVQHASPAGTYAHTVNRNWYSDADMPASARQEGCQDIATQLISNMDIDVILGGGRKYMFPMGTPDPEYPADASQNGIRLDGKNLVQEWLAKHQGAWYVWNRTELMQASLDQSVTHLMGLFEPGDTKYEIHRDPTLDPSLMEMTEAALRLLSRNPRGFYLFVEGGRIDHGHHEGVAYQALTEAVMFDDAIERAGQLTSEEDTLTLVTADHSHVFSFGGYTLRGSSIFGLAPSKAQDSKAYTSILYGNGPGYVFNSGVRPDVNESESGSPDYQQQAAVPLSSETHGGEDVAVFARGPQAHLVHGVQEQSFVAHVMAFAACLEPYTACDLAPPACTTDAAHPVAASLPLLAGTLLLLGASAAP
beta cell repl = induces beta-cell replication in MIN6 cells; proliferation, % at 10 µM; MIN6 cells proliferation, ATPlite luminescence, 48 h; cells starved in 0.2% serum; 100% = growth in 10% serum; actives 0.29% (n = 330,000);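 active = compounds whose signal lies at least 3.5 SD above the mean of all wells on their plate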;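 note: 0% = DMSO-treated cells in low-serum medium and 100% = 10% serum control; some compounds called inactive have numbers as strong as hits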
hIAP activ = increases human intestinal alkaline phosphatase activity | actives 0.16% (n = 330,000) | activation factor at 10 µM | AID 2524 | P09923 | purified human IAP, CDP-Star luminescence, 30 min; active compounds read high; 1 = vehicle-only enzyme, 0 = enzyme-free background;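 active = activation factor of the enzyme at least 2-fold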; note: the source names both 10 and 20 µM as test concentration; values of inactives mirror those of a sister screen read the other way
NR3A LBD binder = modulates the human NR3A ligand-binding domain. NR3A LBD differential scanning fluorimetry, Tm shift; 0% = protein alone, 100% = glycine-bound protein. Tm shift relative to glycine control, % at 25 µM. actives 2.5% (n = 340,000). AID 1259313;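 active = melting temperature shift of at least 10% of the positive control shift, at one fixed dose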
APOBEC3A inh = human APOBEC3A DNA deaminase inhibition; actives 0.41% (n = 330,000); recombinant A3A, FAM/TAMRA ssDNA deamination fluorescence; P31941; inhibition, % at 20 µM;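 active = at least 40% inhibition at 20 µM here, with at most 30% in a related deaminase screen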;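 note: plate controls were A3A with DMSO for no effect and wells lacking A3A enzyme for full effect; some results filed as inactive read as strong as hits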
Target sequence (P31941 whole entry, looked up): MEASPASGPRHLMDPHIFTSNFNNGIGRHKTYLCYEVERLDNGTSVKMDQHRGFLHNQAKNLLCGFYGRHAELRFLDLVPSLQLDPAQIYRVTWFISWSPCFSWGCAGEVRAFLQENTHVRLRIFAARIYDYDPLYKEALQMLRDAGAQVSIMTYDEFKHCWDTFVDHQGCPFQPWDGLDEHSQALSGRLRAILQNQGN
A3G deaminase = blocks human APOBEC3G single-stranded DNA deamination | recombinant A3G, ssDNA deamination FAM/TAMRA fluorescence | inhibition, % at 20 µM | Q9HC16 | AID 493012 | actives 0.28% (n = 330,000);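 active = inhibition of at least 40% at 20 µM, with no more than 30% in the related APOBEC3A deaminase screen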;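 note: plate controls were DMSO wells with A3G for no effect and wells lacking A3G enzyme for full effect; some compounds called inactive have numbers as strong as hits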
Target sequence (Q9HC16 whole entry, looked up): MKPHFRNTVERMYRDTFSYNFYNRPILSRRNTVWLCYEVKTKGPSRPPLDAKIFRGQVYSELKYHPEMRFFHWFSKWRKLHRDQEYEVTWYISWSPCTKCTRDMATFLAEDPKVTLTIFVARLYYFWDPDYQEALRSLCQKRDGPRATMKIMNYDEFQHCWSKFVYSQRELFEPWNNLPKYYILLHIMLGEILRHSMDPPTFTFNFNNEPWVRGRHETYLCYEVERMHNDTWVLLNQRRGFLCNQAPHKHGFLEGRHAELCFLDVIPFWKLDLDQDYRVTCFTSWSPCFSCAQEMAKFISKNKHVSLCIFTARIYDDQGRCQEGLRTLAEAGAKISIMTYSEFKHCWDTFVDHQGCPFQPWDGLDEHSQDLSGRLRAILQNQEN
MPTP inh = inhibitors of mitochondrial permeability transition pore. isolated mouse mitochondria, Ca2+ swelling absorbance, 30 min. AID 602449. inhibition, % at 10 µM. actives 1.4% (n = 360,000);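 active = inhibition of 50% or more, scaled per plate between neutral and stimulator controls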;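 note: 0% = DMSO wells given calcium and 100% = 1 mM EGTA wells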
* hit, by the source's call. Compounds were not picked by outcome, and some 5% of all compounds hit somewhere here.

Results for CC(C)(O)[C@H]1Cc2cc3ccc(=O)oc3cc2O1 ?
mIAP activ: 1; mIAP block: -2; hIAP inh: -12; beta cell repl: -4; hIAP activ: 1.1; NR3A LBD binder: 3; APOBEC3A inh: -3; A3G deaminase: 1; MPTP inh: -0.5

What do the screens show for `CCOC(=O)c1[nH]c2ccc(OCC)cc2c1NC(=O)CN1CCN(c2ccccc2)CC1`?
mIAP activ: 0.96; mIAP block: 4; hIAP inh: -7; beta cell repl: -1; hIAP activ: 1.1; NR3A LBD binder: -7; APOBEC3A inh: -4; A3G deaminase: -6; MPTP inh: 1.2

Results for CC(C)=CCC[C@](C)(O[C@@H]1O[C@H](CO[C@@H]2OC[C@H](O[C@@H]3OC[C@@H](O)[C@H](O)[C@H]3O)[C@H](O)[C@H]2O)[C@@H](O)[C@H](O)[C@H]1O)C1CC[C@]2(C)C1[C@H](O)CC1[C@@]3(C)CC[C@H](O)C(C)(C)C3[C@@H](O)C[C@]12C (stereo partly specified) ?
mIAP activ: 1; mIAP block: -1; hIAP inh: 2; beta cell repl: 3; hIAP activ: 0.98; NR3A LBD binder: -2; APOBEC3A inh: -4; A3G deaminase: -5; MPTP inh: 3.9

How did CCCCn1ccnc1C(=O)c1cccc(S(=O)(=O)N2c3ccccc3CC2C)c1 (stereo unspecified) do in these assays?
mIAP activ: 0.85; mIAP block: 15; hIAP inh: 6; beta cell repl: -5; hIAP activ: 0.94; NR3A LBD binder: 4; APOBEC3A inh: 0; A3G deaminase: -3; MPTP inh: 0.2

How did CCOc1ccccc1NC1c2ccccc2C(=O)N1Cc1ccco1 (stereo unspecified) do in these assays?
mIAP activ: 1; mIAP block: 0; hIAP inh: 7; beta cell repl: 4; hIAP activ: 0.93; NR3A LBD binder: 4; APOBEC3A inh: -1; A3G deaminase: 3; MPTP inh: -1.5

How did COc1cc(/C=N/Nc2nc3ccccc3[nH]2)cc(Br)c1OCC(=O)N(C)C do in these assays?
mIAP activ: 0.95; mIAP block: 5; hIAP inh: -40; beta cell repl: -2; hIAP activ: 1.4; NR3A LBD binder: -1; APOBEC3A inh: 4; A3G deaminase: -6; MPTP inh: 1.5

Results for CCOc1ccc(CNC(=O)CCSCc2ccccc2F)cc1OC ?
mIAP activ: 1.1; mIAP block: -8; hIAP inh: -4; beta cell repl: 0; hIAP activ: 1; NR3A LBD binder: 1; APOBEC3A inh: 1; A3G deaminase: -3; MPTP inh: -0.5

Results for N#Cc1ccc(/C=N/NC(=O)c2cc(-c3cccs3)nc3ccccc23)cc1 ?
mIAP activ: 1.1; mIAP block: -7; hIAP inh: 24; beta cell repl: -2; hIAP activ: 0.77; NR3A LBD binder: 7; APOBEC3A inh: -3; A3G deaminase: -13; MPTP inh: 4.2

What do the screens show for `O=C(Cn1cc([N+](=O)[O-])nc1[N+](=O)[O-])N1CCN(c2ccccc2)CC1`?
mIAP activ: 1; mIAP block: -3; hIAP inh: -18; beta cell repl: -1; hIAP activ: 1.2; NR3A LBD binder: 0; APOBEC3A inh: -2; A3G deaminase: -4; MPTP inh: 0.7

How did CCOC(=O)c1sc(C)c2c1NC(c1ccc(N(C)C)cc1)NC2=O (stereo unspecified) do in these assays?
mIAP activ: 1.1; mIAP block: -6; hIAP inh: -3; beta cell repl: -3; hIAP activ: 1; NR3A LBD binder: 2; APOBEC3A inh: -4; A3G deaminase: -2; MPTP inh: -1.3

What do the screens show for `Nc1ccc2oc(-c3ccccc3Cl)cc(=O)c2c1O`?
mIAP activ: 0.95; mIAP block: 5; hIAP inh: -12; beta cell repl: -3; hIAP activ: 1.1; NR3A LBD binder: -1; APOBEC3A inh: 1; A3G deaminase: 2; MPTP inh: -0.6

What do the screens show for `Cc1nn(-c2ccccc2)c(C)c1NC(=O)COC(=O)c1ccc(Cl)c(S(N)(=O)=O)c1`?
mIAP activ: 0.98; mIAP block: 2; hIAP inh: 9; beta cell repl: -2; hIAP activ: 0.91; NR3A LBD binder: 2; APOBEC3A inh: 7; A3G deaminase: -6; MPTP inh: -1.9

Results for COc1cc2nc(CN3CCN(S(=O)(=O)c4ccccc4C(F)(F)F)CC3)[nH]c(=O)c2cc1OC ?
mIAP activ: 0.85; mIAP block: 15; hIAP inh: -25; beta cell repl: -4; hIAP activ: 1.2; NR3A LBD binder: 3; APOBEC3A inh: 17; A3G deaminase: 2; MPTP inh: 0.5

What do the screens show for `COc1ccc(NC(=O)c2ccc3c(c2)OCO3)cc1S(=O)(=O)N1CCOCC1`?
mIAP activ: 1; mIAP block: -5; hIAP inh: -5; beta cell repl: -2; hIAP activ: 1.1; NR3A LBD binder: 2; APOBEC3A inh: -2; A3G deaminase: -7; MPTP inh: -0.9

How did CCC(C)(C)C1CCc2[nH]nc(C(=O)NC3CCCCC3)c2C1 (stereo unspecified) do in these assays?
mIAP activ: 1.4; mIAP block: -38; hIAP inh: -33; beta cell repl: -6; hIAP activ: 1.3; NR3A LBD binder: -2; APOBEC3A inh: -6; A3G deaminase: -2; MPTP inh: 1.0

What do the screens show for `COc1nc(NCCc2ccc(OC)c(OC)c2)nc(Nc2ccccc2)n1`?
mIAP activ: 1.1; mIAP block: -7; hIAP inh: 7; beta cell repl: 1; hIAP activ: 0.93; NR3A LBD binder: -29; APOBEC3A inh: -2; A3G deaminase: -6; MPTP inh: 1.8

How did CC(C)c1ccc(NC2CCCN(C(=O)CCN3CCCCO3)C2)cc1 (stereo unspecified) do in these assays?
mIAP activ: 1; mIAP block: 0; hIAP inh: -8; beta cell repl: 5; hIAP activ: 1.1; NR3A LBD binder: -1; APOBEC3A inh: -2; A3G deaminase: -3; MPTP inh: -1.5

How did CC(=O)N1CCN(c2cc(N3CCc4ccccc4C3)c(F)cc2[N+](=O)[O-])CC1 do in these assays?
mIAP activ: 0.83; mIAP block: 17; hIAP inh: -13; beta cell repl: -3; hIAP activ: 1.1; NR3A LBD binder: 1; APOBEC3A inh: 2; A3G deaminase: 1; MPTP inh: -1.4

What do the screens show for `O=C(CSc1nc2c(c(=O)n1-c1ccccc1)SCC2)NCC1CCCO1` (stereo unspecified)?
mIAP activ: 0.96; mIAP block: 4; hIAP inh: -5; beta cell repl: -5; hIAP activ: 1.1; NR3A LBD binder: -1; APOBEC3A inh: -4; A3G deaminase: 3; MPTP inh: -0.1

Results for O=C(OC1CCOC1=O)c1ccc(NS(=O)(=O)c2cccs2)cc1 (stereo unspecified) ?
mIAP activ: 0.98; mIAP block: 2; hIAP inh: 5; beta cell repl: -1; hIAP activ: 0.95; NR3A LBD binder: 0; APOBEC3A inh: 6; A3G deaminase: -5; MPTP inh: 1.5

Pulled by structure from the list above (2):
How did CCCCn1ccnc1C(=O)c1cccc(S(=O)(=O)N2c3ccccc3CC2C)c1 (stereo unspecified) do in these assays?
mIAP activ: 0.85; mIAP block: 15; hIAP inh: 6; beta cell repl: -5; hIAP activ: 0.94; NR3A LBD binder: 4; APOBEC3A inh: 0; A3G deaminase: -3; MPTP inh: 0.2

Results for O=C(OC1CCOC1=O)c1ccc(NS(=O)(=O)c2cccs2)cc1 (stereo unspecified) ?
mIAP activ: 0.98; mIAP block: 2; hIAP inh: 5; beta cell repl: -1; hIAP activ: 0.95; NR3A LBD binder: 0; APOBEC3A inh: 6; A3G deaminase: -5; MPTP inh: 1.5

Following part
Results for Cc1ccc(OCC(=O)NC(=S)Nc2ccc3c4c(cccc24)CC3)cc1 ?
mIAP activ: 0.89; mIAP block: 11; hIAP inh: 6; beta cell repl: 0; hIAP activ: 0.94; NR3A LBD binder: -2; APOBEC3A inh: -5; A3G deaminase: -11; MPTP inh: 4.5

What do the screens show for `COc1ccc(CNC(=O)COC(=O)CN2C(=O)C(C)Oc3ccc(C)cc32)cc1` (stereo unspecified)?
mIAP activ: 0.99; mIAP block: 1; hIAP inh: 4; beta cell repl: -2; hIAP activ: 0.96; NR3A LBD binder: -1; APOBEC3A inh: -2; A3G deaminase: -3; MPTP inh: 0.6

How did CCOC(=O)c1ccc(C(=O)NNC(=O)C2CC=CCC2)cc1 (stereo unspecified) do in these assays?
mIAP activ: 1.1; mIAP block: -13; hIAP inh: -41; beta cell repl: 0; hIAP activ: 1.4; NR3A LBD binder: 1; APOBEC3A inh: -4; A3G deaminase: 14; MPTP inh: -1.4

Results for CCCc1cc(-n2ccnc2)n2c(nc3ccccc32)c1C#N ?
mIAP activ: 0.95; mIAP block: 5; hIAP inh: 22; beta cell repl: -4; hIAP activ: 0.78; NR3A LBD binder: -2; APOBEC3A inh: 3; A3G deaminase: -5; MPTP inh: -0.5

How did N#CC1=C(N)SC(N)=C(C#N)C1C1C=CCCC1 (stereo unspecified) do in these assays?
mIAP activ: 0.91; mIAP block: 9; hIAP inh: -9; beta cell repl: -2; hIAP activ: 1.1; NR3A LBD binder: 2; APOBEC3A inh: 2; A3G deaminase: -2; MPTP inh: 18

How did Cc1ccc(NC(=O)CCNS(=O)(=O)c2ccc(OC(F)(F)F)cc2)c(O)c1 do in these assays?
mIAP activ: 1; mIAP block: 0; hIAP inh: -4; beta cell repl: -5; hIAP activ: 1; NR3A LBD binder: -3; APOBEC3A inh: -3; A3G deaminase: -11; MPTP inh: 3.1

Results for O=C(COc1ccc(Cl)cc1)Nc1ccc2c(c1)nc1n2CCOC1 ?
mIAP activ: 1.1; mIAP block: -7; hIAP inh: 12; beta cell repl: 1; hIAP activ: 0.88; NR3A LBD binder: -3; APOBEC3A inh: 0; A3G deaminase: 0; MPTP inh: -1.4

How did O=C(/C=C/c1ccc(Br)o1)NCc1ccccc1 do in these assays?
mIAP activ: 1.1; mIAP block: -5; hIAP inh: -27; beta cell repl: 2; hIAP activ: 1.3; NR3A LBD binder: 0; APOBEC3A inh: 27; A3G deaminase: 24; MPTP inh: 2.9

Results for COc1ccc(C(=O)CSc2nnc(-c3cnccn3)n2Cc2ccco2)cc1 ?
mIAP activ: 0.94; mIAP block: 6; hIAP inh: 17; beta cell repl: -1; hIAP activ: 0.83; NR3A LBD binder: -2; APOBEC3A inh: 0; A3G deaminase: -2; MPTP inh: -0.2

How did CCOC(=O)C(=O)Nc1nnc(C2CCCCC2)s1 do in these assays?
mIAP activ: 1; mIAP block: 0; hIAP inh: -8; beta cell repl: -2; hIAP activ: 1.1; NR3A LBD binder: 1; APOBEC3A inh: -2; A3G deaminase: -1; MPTP inh: 0.1

Results for COC(=O)[C@@H](NC(=O)NCCC1=CCCCC1)C(C)C ?
mIAP activ: 0.95; mIAP block: 4; hIAP inh: 9; beta cell repl: -1; hIAP activ: 0.91; NR3A LBD binder: -2; APOBEC3A inh: -5; A3G deaminase: -5; MPTP inh: 2.8

What do the screens show for `O=c1cc(-c2ccc(F)cc2)oc2ccccc12`?
mIAP activ: 0.99; mIAP block: 1; hIAP inh: -1; beta cell repl: -3; hIAP activ: 1; NR3A LBD binder: 1; APOBEC3A inh: -2; A3G deaminase: -6; MPTP inh: 1.5

What do the screens show for `COc1ccc(N2CCN(S(=O)(=O)c3cccc4nsnc34)CC2)cc1`?
mIAP activ: 0.91; mIAP block: 9; hIAP inh: -8; beta cell repl: -2; hIAP activ: 1.1; NR3A LBD binder: -5; APOBEC3A inh: 1; A3G deaminase: -2; MPTP inh: -1.6

What do the screens show for `CCCn1c(C(=O)OC)cc2c1ccn2-c1ccc(F)cc1`?
mIAP activ: 0.89; mIAP block: 11; hIAP inh: 1; beta cell repl: -6; hIAP activ: 0.99; NR3A LBD binder: 7; APOBEC3A inh: 2; A3G deaminase: -2; MPTP inh: 1.2

How did Cc1cc(NC(=O)CCN2CCC(C(N)=O)CC2)ccc1Br do in these assays?
mIAP activ: 1.1; mIAP block: -5; hIAP inh: 9; beta cell repl: -1; hIAP activ: 0.91; NR3A LBD binder: 0; APOBEC3A inh: -4; A3G deaminase: -5; MPTP inh: -1.3

Source: PubChem BioAssay
